Assay outcomes deposited in PubChem by several laboratories.
Rtt109 Vps75: C. albicans Rtt109 histone acetyltransferase inhibition | Q5AAJ8 | inhibition, % at 34.9 µM | actives 0.16% (n = 330,000) | AID 540336 | purified Rtt109/Vps75, ThioGlo CoA-SH fluorescence, 4 h;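 active means inhibition of at least 50% in every replicate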
Target sequence (Q5AAJ8 whole entry, looked up): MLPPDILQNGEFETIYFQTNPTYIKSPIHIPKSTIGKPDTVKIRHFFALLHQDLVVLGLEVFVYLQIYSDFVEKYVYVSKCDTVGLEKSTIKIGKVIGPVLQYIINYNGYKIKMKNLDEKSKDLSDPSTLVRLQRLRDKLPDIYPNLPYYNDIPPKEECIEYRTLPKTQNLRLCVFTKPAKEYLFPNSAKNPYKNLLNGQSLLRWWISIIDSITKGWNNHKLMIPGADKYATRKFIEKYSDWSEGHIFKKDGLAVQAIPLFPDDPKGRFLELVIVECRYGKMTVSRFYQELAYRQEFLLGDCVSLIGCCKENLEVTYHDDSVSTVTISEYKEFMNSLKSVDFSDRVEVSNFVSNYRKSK
SR-BI uptake up: activators of SR-BI mediated HDL lipid uptake | CHO ldlA[mSR-BI] cells, DiI-HDL uptake fluorescence, 3 h; 100 = double the neutral-control signal | activation, % at 12.5 µM | actives 0.096% (n = 320,000);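 active means mean replicate activation of at least 60% and every replicate at or above 60%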;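 further: 0% = median plate neutral-control signal and 100% = twice that signal; values of inactives mirror those of a sister screen read the other way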
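Test system: SR-BI-overexpressing, LDLR-lacking CHO cells. Measured by: DiI fluorescence, bottom read. Medium: Ham's F12 with 0.5% BSA, HEPES 25 mM, pH 7.4. Timing: 3 h uptake period with compound, 37 °C.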
CAL PDZ FP-1: blocks peptide binding to human CAL PDZ domain; Q9HD26; purified CAL PDZ, TMR-peptide fluorescence polarization, 1 h; inhibition, % at 20 µM; actives 0.02% (n = 330,000); AID 504414;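 active means highest replicate inhibition of at least 40%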;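 further: plate controls were DMSO neutral control wells for no effect and unlabeled competitor peptide control wells for full effect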
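Test system: purified CerCALP PDZ construct; Compound dosing: one concentration, 20 µM compound; Also added: TMR-labelled reporter peptide T*-PRC34 bound in PDZ groove; Read-out: inhibition from polarization loss; Controls: unlabelled peptide and DMSO controls; Signal: FP readout, S and P plane fluorescence; Incubation: 1 h at RT.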
DAGLB inh: blocks human DAGLB lipase activity; HEK293T DAGLB membrane lysate, EnzChek fluorogenic substrate; inhibition, % at 5.17 µM; actives 0.059% (n = 340,000); in the data active means inhibition above about 34%;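 further: 0% = enzyme with vehicle and 100% = wells lacking enzyme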
C-LANA FP: KSHV C-LANA DNA binding inhibition. AID 504423. inhibition, % at 9 µM. MBP-C-LANA/FAM-LBS DNA binding, fluorescence polarization. actives 0.078% (n = 340,000);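 active means highest replicate inhibition at or above 60% at 9 µM, even if other replicates fall short; inactive means all replicates below 60% inhibition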;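 further: 0% = neutral control wells and 100% = 4 µM acridine orange control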
PKA-R2B activ: PKA-R2B complex activation. activation, % at 11.4 µM. PKA-R2B holoenzyme dissociation, Cy5-IP20 fluorescence polarization; R2B truncated from residue 108, S112A mutant; 0% DMSO only, 100% 113 µM cGMP. P22694+P31323. actives 0.079% (n = 340,000);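 active means activation above a cutoff set at the mean over all compounds plus 3 SD, cut at about 18% in these data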;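 further: higher means more holoenzyme dissociation and a rise in polarization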
Target sequence (P31323 whole entry, looked up, other chains not shown, the tested form may be a part): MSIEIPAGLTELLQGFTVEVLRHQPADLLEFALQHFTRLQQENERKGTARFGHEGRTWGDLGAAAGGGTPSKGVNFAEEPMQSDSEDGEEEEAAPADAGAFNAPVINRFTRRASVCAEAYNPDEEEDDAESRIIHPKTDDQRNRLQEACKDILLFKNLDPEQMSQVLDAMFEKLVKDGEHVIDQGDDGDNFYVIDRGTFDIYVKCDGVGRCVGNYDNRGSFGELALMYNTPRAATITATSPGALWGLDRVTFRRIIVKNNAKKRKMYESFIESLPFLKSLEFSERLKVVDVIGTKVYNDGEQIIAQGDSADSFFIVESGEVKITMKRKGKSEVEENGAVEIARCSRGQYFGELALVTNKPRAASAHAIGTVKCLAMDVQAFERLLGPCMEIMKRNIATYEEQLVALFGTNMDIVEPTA
Cardiac RTF inh: cardiac RTF calcium desensitization | P19429+P45379 | IANBD-labeled cardiac RTF, Ca2+ fluorescence | inhibition, % at 7.15 µM | actives 0.12% (n = 340,000) | AID 493244;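 active means inhibition above the mean inhibition of all tested compounds plus 3 SD, cut at about 17% in these data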;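 further: assay run at fixed EC70 calcium of 1.6 mM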
CAL PDZ FP-2: blocks peptide binding to the human CAL PDZ domain | AID 602252 | purified CAL PDZ, TMR-peptide fluorescence polarization, 1 h | Q9HD26 | actives 0.92% (n = 300,000) | inhibition, % at 24.9 µM;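 active means mean inhibition of at least 30% with at least half of replicates also reaching 30%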;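 further: 0% = DMSO neutral control and 100% = excess unlabeled competitor peptide PRC23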
RTF Ca sens act: cardiac RTF calcium sensitization. P19429+P45379. IANBD-labeled TnC RTF fluorescence at EC20 calcium; 0% EC20 calcium, 100% full calcium. actives 0.24% (n = 340,000). activation, % at 7.2 µM;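 active means activation above the mean over all tested compounds plus 3 SD, cut at about 30% in these data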;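 further: rise in fluorescence read as greater calcium sensitivity of cardiac thin filaments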
Keap1 Nrf2 FP: Keap1-Nrf2 (human) interaction inhibition; Q14145; Keap1 Kelch-Nrf2 peptide fluorescence polarization, 1536-well; inhibition, % at 9.4 µM; actives 0.15% (n = 340,000); in the data active means inhibition above about 12%;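 further: human Keap1 Kelch domain with fluorescein labeled Nrf2 9mer peptide probe; 0% = neutral control wells and 100% = peptide positive control; higher means more block of Keap1 binding to Nrf2 peptide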
* hit, by the source's call; x = no result given.

mol	RTF Ca sens act	PKA-R2B activ	Rtt109 Vps75	Keap1 Nrf2 FP	CAL PDZ FP-2	DAGLB inh	SR-BI uptake up	C-LANA FP	CAL PDZ FP-1	Cardiac RTF inh
O=C1C2CCCN2C(c2ccccc2)N1c1nccs1 (stereo not drawn)	-2	-7	-2	0	-3	0	12	-0.2	0.3	2
COc1c(C)cc(Br)cc1C(=O)Nc1ccc(S(N)(=O)=O)cc1	-1	0	3	-1	-2	2	-38	-1.1	-0.7	0
CCCCOc1ccc(C(=O)N2CCNC(=O)C2)cc1	2	6	4	4	-4	3	x	0.5	-2.4	1
COc1ccc(C(=O)Nc2ccc3[nH]c(-c4cccc(OC)c4)cc(=O)c3c2)cc1	-2	-6	3	-3	3	-2	-38	0.3	0.4	1
COc1ccc(/C=N/N=C2/NC(=O)C(CC(=O)O)S2)cc1OCc1ccccc1Cl (stereo not drawn)	5	-7	0	3	-7	2	4	-0.2	-2.0	10
CC1(C)Cc2c(ccc3ccccc23)-c2nnc(-c3cccnc3)n21	1	-1	-5	2	-1	4	7	4.0	-1.0	1
CN(CCN1CCOCC1)Cc1nc(-c2ccc3c(c2)OCO3)no1	-3	0	-14	-5	-4	0	x	-0.1	-3.4	-11
CCCCCCCCOC(=O)/C=C/c1c(C)[nH]c(=O)[nH]c1=O	2	-6	3	-5	1	0	7	0.7	-0.5	-19
CC(C)OC(=O)CSc1nc(Cc2ccccc2)nc2ccccc12	0	9	-1	-1	x	-4	7	1.1	-0.7	-3
C/C(CC(=O)Nc1cccc(Cl)c1C)=N\NC(=O)C(=O)NCC(C)C	1	1	6	-1	-2	1	18	-0.5	-1.5	-23
C=CCn1c(SCCC)nc(O)cc1=O	0	4	10	-2	1	-1	12	2.3	0.6	2
CC(O)Cn1c(N2CCCC2)nc2c1c(=O)n(C)c(=O)n2C (stereo not drawn)	-2	-11	1	4	-2	0	3	2.4	2.3	-9
CC1(c2ccc3ccccc3c2)NC(=O)N(CC(=O)N2CCN(Cc3ccccc3)CC2)C1=O (stereo not drawn)	-7	5	23	-3	-1	-2	-2	3.0	-0.9	5
CSc1nnc(-c2ccc(C(F)(F)F)nc2C)o1	-1	8	-3	3	-1	2	18	0.5	0.3	-7
Nc1nc(CN2CCN(Cc3ccccc3)CC2)nc(Nc2ccccc2)n1	1	-8	-4	-4	x	0	1	-0.8	0.0	-1
Clc1ccc(-c2csc3ncnc(N4CCc5ccccc5C4)c23)cc1	-5	6	-14	-4	2	-4	-22	0.0	-1.5	-3

Retrieved by compound from the entries so far, two records:
mol	RTF Ca sens act	PKA-R2B activ	Rtt109 Vps75	Keap1 Nrf2 FP	CAL PDZ FP-2	DAGLB inh	SR-BI uptake up	C-LANA FP	CAL PDZ FP-1	Cardiac RTF inh
C/C(CC(=O)Nc1cccc(Cl)c1C)=N\NC(=O)C(=O)NCC(C)C	1	1	6	-1	-2	1	18	-0.5	-1.5	-23
CC1(c2ccc3ccccc3c2)NC(=O)N(CC(=O)N2CCN(Cc3ccccc3)CC2)C1=O (stereo not drawn)	-7	5	23	-3	-1	-2	-2	3.0	-0.9	5

Carrying on:
mol	RTF Ca sens act	PKA-R2B activ	Rtt109 Vps75	Keap1 Nrf2 FP	CAL PDZ FP-2	DAGLB inh	SR-BI uptake up	C-LANA FP	CAL PDZ FP-1	Cardiac RTF inh
Cn1c(CNc2ccc(F)cc2)nnc1SCC(=O)NNC(=O)Cc1ccccc1	4	1	-3	-2	-1	1	18	1.0	-1.6	4
O=S(=O)(Nc1ncccc1O)c1ccc(Cl)cc1	0	2	-5	4	-3	1	25	0.1	-1.3	-2
COc1ccc(NC(=O)CN(C)CC(=O)Nc2cccc(C(F)(F)F)c2)cc1	0	-3	-2	2	-7	-4	13	-0.2	-0.3	7
N#Cc1nc(-c2ccco2)oc1N1CCN(c2ccccc2)CC1	2	-1	11	-4	-2	-1	35	-0.1	x	-13
Cc1nc(C(F)(F)F)ccc1C(=O)NCC(O)c1ccccc1 (stereo not drawn)	-10	-3	4	-5	1	1	6	1.5	-3.2	-5
CN(C)C(=O)c1cn(CCC#N)nc1-c1ccc2ccccc2c1	4	-9	-3	-3	-1	2	-13	-1.6	-18	-1
Cc1ccccc1OCC(=O)OCC(=O)c1c[nH]c2ccccc12	-3	-12	4	5	-5	-1	11	2.9	-0.5	-2
O=C(c1ccccc1)N1CCN(S(=O)(=O)N2CCCCC2)CC1	-3	3	3	-1	-7	-2	35	0.6	-0.1	4
CC(C)(C)C(=O)C(Cc1ccccc1Cl)n1cncn1 (stereo not drawn)	-4	-1	-10	-2	2	-4	13	2.3	-1.7	-2
Cc1ccc(OCC(=O)Nc2cc(NC(=O)COc3ccc(C)cc3)cc(C(=O)O)c2)cc1	0	0	-17	-5	-6	4	9	1.8	-1.5	-4
COc1ccc(OC)c(S(=O)(=O)Nc2ccccc2C(=O)O)c1	8	-1	3	0	-2	3	24	-0.6	-0.4	-14
Cc1cccc(CSc2nnc(C)c(=O)n2N)c1	1	-14	-4	2	-4	-4	3	3.5	0.5	2
Cc1ccc(CNC(=O)CCc2cn(C)c3ccccc23)cc1	-2	-5	-3	-3	x	-9	0	1.9	0.3	1
Cc1ccc(S(=O)(=O)c2nc(S(=O)(=O)c3ccccc3)sc2N2CCN(CCO)CC2)cc1	-4	2	-8	-3	x	-1	-7	0.0	-1.0	-2
Cc1c(O)ccc(NC(=O)/C=C/c2ccccc2)c1C	-1	-5	0	-3	-5	1	-32	0.0	-0.3	-11
CCOc1cccc(=O)c2c(C)n(Cc3ccccc3)c(C)c12	2	6	-4	1	-2	1	x	0.3	-1.7	5
COc1ccc(C2CC(c3cccs3)=NN2C(=O)CN2CCCCC2)cc1 (stereo not drawn)	x	x	-1	-5	-1	x	26	2.2	-0.8	x
CCCCCCn1c(C)nc2c(c1=O)c1nc3ccccc3nc1n2/N=C/c1ccco1	2	9	-4	1	-2	0	-10	-1.4	-2.1	-7
O=C(O)/C=C/C(=O)Nc1ccc(F)cc1F	-5	0	4	0	-1	1	1	0.1	-1.5	-5
Cc1ccc(S(=O)(=O)N2CCOCC2)cc1NC(=O)Nc1ccc([N+](=O)[O-])cc1	-2	-7	-12	0	x	-3	-46	-1.0	-0.5	0
Cc1ccc2c(c1)C(=O)C(=O)N2c1ccc(C(F)(F)F)cc1	3	-4	5	-1	-9	-7	6	2.8	-1.8	2
CCCCOc1cccc(C2C(C(=O)c3ccc(C)o3)=C(O)C(=O)N2Cc2ccco2)c1 (stereo not drawn)	-2	-10	29	0	-2	19	24	0.9	-3.0	-3
COc1ccc(CCCC(=O)O)c(C)c1	-2	-4	6	-8	0	-2	18	34	-3.4	-28
O=[N+]([O-])c1cc(S(=O)(=O)Nc2ccc(Cl)cc2)ccc1N/N=C/c1ccncc1	-5	-5	3	-3	-2	2	-72	-0.2	-0.5	3
CN(Cc1ccccc1F)c1ncnc2sccc12	1	0	3	3	-4	0	x	0.1	-3.0	-3
Cc1ccc(S(=O)(=O)N2CCCCC2C(=O)Nc2nncs2)cc1 (stereo not drawn)	2	8	-4	-1	1	-3	x	1.2	-2.7	-3
COCCc1nn2c(=O)cc(COC(=O)c3cc(OC)c(OC)c(OC)c3)nc2s1	0	1	3	5	-5	1	-10	-2.0	-3.2	-12
Cc1nnc(SCC(=O)N(Cc2ccccc2)C(C)C)n1-c1ccccc1	-2	0	7	1	-3	1	7	-0.1	-1.1	-6
O=C(COC(=O)CCC(=O)c1ccc(F)cc1)Nc1nnc(-c2ccccc2)o1	-3	-3	-1	-4	-4	2	26	-1.7	-0.4	-13
CNC(=O)NC(=O)COC(=O)CCCSc1nc2ccccc2s1	3	-13	1	-4	-2	0	24	-2.0	-1.1	-15
Cc1ccc(S(=O)(=O)Nc2ccccc2C(=O)NCc2cccnc2)cc1	4	-16	-21	1	0	1	9	0.0	-0.6	-7
COc1ccc(C2NC(=S)NC3=C2CCCC3=C2SCCS2)cc1 (stereo not drawn)	3	4	6	-7	-3	0	18	0.1	-2.1	-4
CCCCn1c(SCC(=O)Nc2cc(C)[nH]n2)nc2ccsc2c1=O	-1	-7	10	1	-2	-2	15	-0.4	-2.3	1
Nc1cccc2cc(-c3ccccc3)oc12	-6	-10	13	6	-3	-2	-23	-0.9	-1.4	1
CCOc1cccc(C(=O)Nc2cccc(NC(=O)c3ccco3)c2)c1	7	3	1	0	-1	-3	-34	5.7	-1.1	-6
Cc1ccc(-c2nnc(SCC(=O)NCC3CCCO3)n2C)cc1 (stereo not drawn)	-1	5	3	2	-1	1	18	-0.1	0.0	-2
N#C/C(=C\c1cn(Cc2cccc(F)c2)c2ccccc12)C(=O)NCc1ccco1	-1	-11	3	-5	-2	-1	-38	0.7	-0.6	-21
CC(=O)Nc1ccc(NC(=O)C(C)OC(=O)C2CC(=O)N(CCc3ccccc3)C2)cc1 (stereo not drawn)	5	-4	x	x	9	2	6	x	-1.1	-2
CCCC(C)C(=O)Nc1ccc(S(=O)(=O)N2CCCC2)cc1 (stereo not drawn)	-1	-3	-1	-3	x	-2	23	1.8	0.5	-7
Cc1ccc(S(=O)(=O)Oc2ccccc2N2C(=O)C3C4CCC(C4)C3C2=O)cc1 (stereo not drawn)	4	3	1	-5	-5	-1	x	-3.0	-2.7	-4
CC1=C(C(N)=O)C(c2ccc(Cl)cc2)NC(=O)N1 (stereo not drawn)	-2	-2	0	0	1	0	13	-0.2	1.9	-1
CCCCNC(=O)c1cn(-c2ccc(OCC)cc2)c(=O)c2cc(OC)c(OC)cc12	12	4	-5	1	-1	1	-15	0.2	-0.4	2
CCCc1nnc(SCC(=O)O)n1CC	0	-5	1	-3	-2	-1	21	-1.5	-2.9	-2
CC(=O)Oc1ccc(N2C(=O)C3C(C2=O)C2C=CC3C23CC3)cc1[N+](=O)[O-] (stereo not drawn)	-9	5	0	3	-1	0	5	-0.9	-3.1	-4
Cc1nc(CN(C)C(=O)C2CCC(=O)N(CCc3cccc(F)c3)C2)cs1 (stereo not drawn)	-2	0	-20	-1	57*	2	-16	-0.1	0.8	-4
CN(C)c1ccc(C(C(=O)NC2CCCC2)N(Cc2cccnc2)C(=O)c2snc(C(N)=O)c2N)cc1 (stereo not drawn)	3	-2	-5	-9	1	4	x	1.3	-1.5	1
O=C(c1cc(Cl)ccc1OCc1ccccc1)N1CCOCC1	-2	3	1	-2	-1	-1	12	-0.3	-0.4	-8
CC1C2CC(C/C2=N/NC(=O)c2cccs2)C1(C)C (stereo not drawn)	-7	6	2	-3	-1	1	11	-0.1	-0.2	-11
